Assay outcomes as filed in PubChem.
HTT cytoprotect – cytoprotection in Huntington HTT-Q103 PC12 cell model; 230,000 tested, 0.14% active; Potency, µM (doses to about 56.4 µM), without a hit: cytoprotection (ATP increase), most hits filed as activators; PC12 HTT-Q103 induced, cytoprotection, ATP luminescence, 40 h; AID 1471;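 also: % of control where 0% means no effect; nearly all actives have a fitted effect of over 45% in size; toxic huntingtin expression switched on by the ecdysone agonist tebufenozide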
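Rat PC12, Q103 Htt exon1-GFP fusion, ecdysone promoter; tebufenozide inducer 100 nM final; compound titration; qHTS, 1500 cells/well; ATPlite luminescent read.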
HttQ103 aggreg – inhibitors of mutant huntingtin aggregate formation in PC12 cells | PC12 HttQ103-GFP aggregates, Acumen cytometry, 40 h | Potency, µM (doses to about 46.1 µM), inactives show at the highest dose activity change, negative = inhibition, usual class: inhibitors | 220,000 tested, 1.1% active; also: % is scaled to controls: 0 for no effect and ±100 for the full control effect; nearly all actives have a fitted effect of over 60% in size
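Using laser scanning cytometry, GFP-positive aggregates were counted after lysis of PC12 cells induced with 100 nM tebufenozide to express HTT exon 1 Q103–GFP. Compounds were tested in titration.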
Tau FP inhib – blocks human tau fibril formation measured by polarization. P10636. K18 P301L tau heparin fibrillization, Alexa594 FP, 6 h. Potency, µM (highest dose often 57.7 µM), inactives show at the top dose activity, negative = inhibition, actives largely listed as inhibitors. 280,000 tested, 0.39% active. AID 1468; also: % is scaled to controls: 0 for no effect and ±100 for the full control effect; nearly all actives have a fitted effect of over 55% in size
Target sequence (P10636 561-689 P618L limits assumed): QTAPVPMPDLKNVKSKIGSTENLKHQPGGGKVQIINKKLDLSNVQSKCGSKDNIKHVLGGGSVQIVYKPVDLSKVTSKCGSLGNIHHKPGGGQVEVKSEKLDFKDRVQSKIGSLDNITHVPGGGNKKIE
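Read-out: fluorescence polarization of Alexa 594-labeled tau (0.24 uM), 555 nm excitation, 632 nm emission. Mixtures held 15 uM unlabeled K18 P301L, compound and 20 uM heparin, pH 7 acetate buffer, incubated 6 hr at 37 C.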
Tau fluor cs – counter-screen for tau fibril formation inhibitors; tau K18 P301L Alexa594 fluorescence, heparin fibrillization; Potency, µM (titrated, usually from 57.7 µM), inactives show top-dose activity change, negative = decrease; 280,000 tested, 0.93% active; AID 1463; also: % is scaled to controls: 0 for no effect and ±100 for the full control effect; nearly all actives have a fitted effect of over 55% in size
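Human K18 P301L tau (15 uM unlabeled plus 0.24 uM Alexa 594-labeled, final) in 100 mM sodium acetate pH 7 was mixed with compound and 20 uM heparin and incubated 6 hr at 37 C.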
ALDH1A1 block – ALDH1A1 (human) enzyme inhibition; Potency, µM (titrated, usually from 75.3 µM), for inactives: at the top dose activity, negative = inhibition, usual class: inhibitors; 220,000 tested, 7.3% active; Purified ALDH1A1, NADH fluorescence, propionaldehyde substrate; P00352; active = well fitted inhibition curve with a large enough effect, not every such curve was filed as active; inconclusive = small, poorly fitted or top-dose-only effect, or another doubt; inactive = no such curve, though single readings can be large or run the other way;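 also: plate controls were no enzyme wells and a reference inhibitor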
Target sequence (P00352 whole entry, looked up): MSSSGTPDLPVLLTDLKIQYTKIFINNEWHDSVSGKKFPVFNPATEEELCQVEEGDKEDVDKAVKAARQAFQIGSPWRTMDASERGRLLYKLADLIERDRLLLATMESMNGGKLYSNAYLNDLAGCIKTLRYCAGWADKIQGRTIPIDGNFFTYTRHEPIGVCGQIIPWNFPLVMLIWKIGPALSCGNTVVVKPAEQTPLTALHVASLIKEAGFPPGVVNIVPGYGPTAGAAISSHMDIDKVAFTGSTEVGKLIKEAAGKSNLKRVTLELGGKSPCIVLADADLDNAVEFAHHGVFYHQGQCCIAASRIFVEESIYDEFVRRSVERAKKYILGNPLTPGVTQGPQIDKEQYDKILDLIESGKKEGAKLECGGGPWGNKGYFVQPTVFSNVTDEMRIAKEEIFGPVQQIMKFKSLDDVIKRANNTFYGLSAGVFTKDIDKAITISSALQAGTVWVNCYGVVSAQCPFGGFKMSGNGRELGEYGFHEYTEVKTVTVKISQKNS
JMJD2E inh – inhibitors of human JMJD2E histone demethylase; 230,000 tested, 1.6% active; JMJD2E catalytic domain, FDH-coupled NADH fluorescence (FDH is formaldehyde dehydrogenase); Potency, µM (doses to about 57.1 µM), without a hit: top-dose activity change, negative = inhibition, usual class: inhibitors; B2RXH2; active = well fitted inhibition curve with a large enough effect, not every such curve was filed as active; inconclusive = small, poorly fitted or top-dose-only effect, or another doubt; inactive = no such curve, though single readings can be large or run the other way;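 also: 0% = wells with enzyme and -100% = buffer wells without enzyme; nearly all actives have a fitted effect of over 50% in size; many of its hits are not listed in these tables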
Target sequence (B2RXH2 1-337 limits assumed): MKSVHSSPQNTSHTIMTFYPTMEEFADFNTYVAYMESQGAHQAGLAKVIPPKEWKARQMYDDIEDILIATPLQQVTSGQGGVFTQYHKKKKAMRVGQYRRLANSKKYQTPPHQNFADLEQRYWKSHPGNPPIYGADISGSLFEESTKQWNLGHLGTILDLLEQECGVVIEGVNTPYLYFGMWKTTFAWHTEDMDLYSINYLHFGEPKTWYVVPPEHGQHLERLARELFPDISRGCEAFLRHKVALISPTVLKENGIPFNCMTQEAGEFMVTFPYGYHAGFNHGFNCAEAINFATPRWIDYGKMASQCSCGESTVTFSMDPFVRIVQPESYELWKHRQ
Tau ThT inhib – inhibitors of human tau fibril formation, thioflavin T binding. 270,000 tested, 2.1% active. recombinant tau K18 P301L (four-repeat tau fragment), heparin-induced fibrillization, ThT fluorescence. Potency, µM (doses to about 57.4 µM), for the others: top-dose activity, negative = inhibition, hits mostly inhibitors. AID 1460. P10636; also: % is scaled to controls: 0 for no effect and ±100 for the full control effect; nearly all actives have a fitted effect of over 55% in size
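Recombinant human tau K18 fragment […] carrying P301L, 15 uM unlabeled plus 0.24 uM Alexa 594-labeled, was fibrillized with 20 uM heparin in 100 mM sodium acetate pH 7 for 6 hr at 37 C; 30 uM ThT fluorescence read after 1 hr.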
SMN2 splice up – enhancers of SMN2 splice variant expression. HEK293 SMN2-luciferase splicing reporter, luminescence, 30-36 h. Potency, µM (doses to about 46.1 µM), for the others: at the top dose activity change, positive = activation, usual class: activators. 210,000 tested, 2.8% active. AID 1458; also: % of control where 0% means no effect; nearly all actives have a fitted effect of over 55% in size
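HEK293 cells carry an SMN2 minigene-luciferase reporter in which exon 7 inclusion puts luciferase in frame. Cells were seeded at 2000 cells/well, attached for 10-12 hours, then exposed to compounds for 30-36 hours at 37C before ONE-Glo luminescence.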
Active calls of the source: *; [ ] = dose if it differs, or a comment. Unless noted, calls follow the shape of the dose curve; as a rule, active = well fitted curve in the direction sought with a large enough effect; inconclusive = small, poorly fitted or top-dose-only effect, or another doubt; inactive = no such curve, though single readings can be large; an effect the other way counts as inactive or inconclusive. Potency is read from the fitted curve at half-maximal effect. This is a subset, so the mix of outcomes need not match the whole.

How did CCC(=O)OCC(=O)C1(OC(=O)CC)C(C)CC2C3C(Cl)CC4=CC(=O)C=C[C@@]4(C)C3C(O)C[C@@]21C (stereo partly specified) do in these assays?
HTT cytoprotect: -48%[inhibitor]; Tau FP inhib: 4%; Tau fluor cs: -15%; ALDH1A1 block: inconclusive; JMJD2E inh: inconclusive; Tau ThT inhib: -14%; SMN2 splice up: -26%

What do the screens show for `O=C(Nc1cccnc1)c1cc(-c2ccc(Br)cc2)on1`?
HTT cytoprotect: 0%; HttQ103 aggreg: 3%; Tau FP inhib: -1%; Tau fluor cs: 0%; ALDH1A1 block: 5%; JMJD2E inh: -4%; Tau ThT inhib: inconclusive; SMN2 splice up: 11%

Results for Cc1ccc(Cl)cc1N1CCN(S(=O)(=O)c2cnc[nH]2)CC1 ?
HTT cytoprotect: -23%; HttQ103 aggreg: inconclusive; Tau FP inhib: -3%; Tau fluor cs: -14%; ALDH1A1 block: 7%; JMJD2E inh: -1%; Tau ThT inhib: -8%; SMN2 splice up: -2%

How did C=CCNC(=O)NC(=O)COC(=O)[C@H](C)NS(=O)(=O)c1c(C)c(C)cc(C)c1C do in these assays?
HTT cytoprotect: 6%[10 µM]; HttQ103 aggreg: -17%[9.22 µM]; Tau FP inhib: -2%; Tau fluor cs: -5%; JMJD2E inh: 2%

How did CCCC(=O)NCCc1nc2ccccc2n1Cc1c(F)cccc1Cl do in these assays?
Tau FP inhib: -3%; Tau fluor cs: -18%; Tau ThT inhib: -15%; SMN2 splice up: -11%

What do the screens show for `CCS(=O)(=O)N1CCN(C(=O)CCC2CCCC2)CC1`?
HTT cytoprotect: 27%[10 µM]; HttQ103 aggreg: -10%; Tau FP inhib: 10%; Tau fluor cs: 3%; ALDH1A1 block: 7%; JMJD2E inh: 29%; Tau ThT inhib: 1%; SMN2 splice up: 2%

What do the screens show for `CCCn1cc(CN2CCC(N3CCC(C(=O)N4CCOCC4)CC3)CC2)c(C)n1`?
HTT cytoprotect: 0%[10 µM]; HttQ103 aggreg: -3%[9.22 µM]; Tau FP inhib: -9%; Tau fluor cs: -2%; JMJD2E inh: 6%; Tau ThT inhib: -2%

How did Cc1ccc(NC(=O)c2cc(S(=O)(=O)NCCc3ccccc3)ccc2F)cc1Cl do in these assays?
HTT cytoprotect: -21%[10 µM]; HttQ103 aggreg: -25%; Tau FP inhib: inconclusive; Tau fluor cs: inconclusive; ALDH1A1 block: -6%; JMJD2E inh: 0%; Tau ThT inhib: -5%; SMN2 splice up: -8%

How did COc1ccc(C(=O)Nn2c(SCc3cccc([N+](=O)[O-])c3)nc3ccccc3c2=O)cc1 do in these assays?
HTT cytoprotect: -22%[10 µM]; HttQ103 aggreg: -12%; Tau FP inhib: -7%; Tau fluor cs: -21%; ALDH1A1 block: inconclusive; JMJD2E inh: 8%; Tau ThT inhib: -4%

Results for Cc1ccc(CCNC(=O)c2nnn(-c3cc(C)cc(C)c3)c2N)cc1 ?
HTT cytoprotect: -26%[10 µM]; HttQ103 aggreg: -21%; Tau FP inhib: -12%; Tau fluor cs: -17%; ALDH1A1 block: -2%; JMJD2E inh: -5%; Tau ThT inhib: -18%; SMN2 splice up: -2%

How did CC1CCN(CCOCCOc2ccccc2Br)CC1 do in these assays?
HTT cytoprotect: -27%; HttQ103 aggreg: -1%; Tau FP inhib: 2%; Tau fluor cs: 7%; ALDH1A1 block: -8%; JMJD2E inh: inconclusive; Tau ThT inhib: -4%; SMN2 splice up: -9%

What do the screens show for `CCOC(=O)c1sc(SC)c(C(C)=O)c1C`?
HTT cytoprotect: 15%; HttQ103 aggreg: 4%; Tau FP inhib: -7%; Tau fluor cs: -11%; ALDH1A1 block: -3%; JMJD2E inh: -5%; Tau ThT inhib: -10%; SMN2 splice up: -17%

Results for CCCCN(CC)C(=O)Cn1c(=O)n(-c2ccc(OCC)cc2)c(=O)c2c3c(sc21)CCCC3 ?
Tau FP inhib: 4%; Tau fluor cs: 1%; Tau ThT inhib: -8%; SMN2 splice up: 4%

Results for Nc1[nH]ncc1-c1ccccc1 ?
HTT cytoprotect: inconclusive; HttQ103 aggreg: -14%; Tau FP inhib: -4%; Tau fluor cs: 0%; ALDH1A1 block: 3%; JMJD2E inh: -3%; Tau ThT inhib: 2%; SMN2 splice up: -19%

What do the screens show for `Cc1ccc(C(=O)Nc2ccc3c(c2)OCO3)cc1`?
HTT cytoprotect: -98%[inhibitor]; HttQ103 aggreg: 3%; Tau FP inhib: 3%; Tau fluor cs: inconclusive; ALDH1A1 block: -15%; JMJD2E inh: 4%; Tau ThT inhib: inconclusive; SMN2 splice up: 7.9µM*

What do the screens show for `O=S(=O)(c1ccc(Br)cc1Cl)N1CCN(CCO)CC1`?
HTT cytoprotect: 1%; HttQ103 aggreg: 18%; Tau FP inhib: 0%; Tau fluor cs: 2%; ALDH1A1 block: 4%; JMJD2E inh: -4%; Tau ThT inhib: 1%; SMN2 splice up: 2%

How did COc1ccc(NC(=O)Nc2ccccc2SC)cc1 do in these assays?
HTT cytoprotect: -126%; HttQ103 aggreg: 5%; Tau FP inhib: 16%; Tau fluor cs: -6%; ALDH1A1 block: 0%; JMJD2E inh: -4%; Tau ThT inhib: -7%; SMN2 splice up: 13µM*

Results for CCOc1cccc(/C=N/NC(=S)NCCN2CCOCC2)c1O ?
HTT cytoprotect: 6%; HttQ103 aggreg: -25%; Tau FP inhib: -2%; Tau fluor cs: -1%; ALDH1A1 block: -10%; JMJD2E inh: 35µM*; Tau ThT inhib: -7%; SMN2 splice up: -34%[inhibitor]

What do the screens show for `COc1cccc(/C=C2\SC(=S)N(CC3CCCO3)C2=O)c1` (stereo unspecified)?
HTT cytoprotect: -2%[10 µM]; HttQ103 aggreg: inconclusive; Tau FP inhib: 1%; Tau fluor cs: -16%; ALDH1A1 block: 3.2µM*; JMJD2E inh: 1%; Tau ThT inhib: inconclusive; SMN2 splice up: -20%

What do the screens show for `CCOC(=O)c1ccc(NC(=O)c2ccccc2C)cc1`?
HttQ103 aggreg: -22%; Tau FP inhib: 2%; Tau fluor cs: -19%; ALDH1A1 block: inconclusive; JMJD2E inh: -7%; Tau ThT inhib: 5%; SMN2 splice up: inconclusive

Results for CC(=O)NC(=S)Nc1cccc([N+](=O)[O-])c1 ?
HTT cytoprotect: -32%; HttQ103 aggreg: 21%; Tau FP inhib: 3%; Tau fluor cs: 0%; ALDH1A1 block: -3%; JMJD2E inh: 2%; Tau ThT inhib: 0%; SMN2 splice up: 19%

How did COc1ccc(NC(=O)C2CCC(C(C)(C)C)CC2)cc1S(=O)(=O)N1CCCCC1 (stereo unspecified) do in these assays?
HTT cytoprotect: -19%[10 µM]; HttQ103 aggreg: inconclusive; Tau FP inhib: 7%; Tau fluor cs: -16%; ALDH1A1 block: -11%; JMJD2E inh: -10%; Tau ThT inhib: -7%; SMN2 splice up: -50%[inhibitor]

What do the screens show for `CCN1C(=O)N(CC)C2C1N(CO)C(=O)N2CO` (stereo unspecified)?
HTT cytoprotect: -37%; HttQ103 aggreg: 4%; Tau FP inhib: -11%; Tau fluor cs: -10%; ALDH1A1 block: 15%; JMJD2E inh: 25%; Tau ThT inhib: -7%; SMN2 splice up: 1%

How did Cn1c(=O)oc2cc(S(=O)(=O)NCc3ccc(C(=O)O)cc3)ccc21 do in these assays?
HTT cytoprotect: -6%[10 µM]; HttQ103 aggreg: -7%[9.22 µM]; Tau FP inhib: 1%; Tau fluor cs: -9%; JMJD2E inh: 5%

How did Cc1ccc(NCC(=O)c2ccc([N+](=O)[O-])cc2)cc1 do in these assays?
HTT cytoprotect: 13%; HttQ103 aggreg: -14%; Tau FP inhib: inconclusive; Tau fluor cs: inconclusive; ALDH1A1 block: 7.9µM*; JMJD2E inh: -25%; Tau ThT inhib: 18µM*; SMN2 splice up: inconclusive

How did CC1(C)Cc2nc3sc4c(=O)n(Cc5ccccc5)cnc4c3cc2CS1 do in these assays?
HTT cytoprotect: -7%[10 µM]; HttQ103 aggreg: 22%; Tau FP inhib: inconclusive; Tau fluor cs: -24%; ALDH1A1 block: inconclusive; JMJD2E inh: -1%; Tau ThT inhib: -4%; SMN2 splice up: -40%[inhibitor]

What do the screens show for `Cc1ccc2cc(CN(Cc3ccco3)C(=O)C3CCCCC3)c(=O)[nH]c2c1C`?
HTT cytoprotect: -12%; HttQ103 aggreg: -10%; Tau FP inhib: 10%; Tau fluor cs: 3%; ALDH1A1 block: -10%; JMJD2E inh: 9%; Tau ThT inhib: -6%; SMN2 splice up: -20%

Results for Cc1cc(C)cc(C(=O)NC(=S)Nc2ccc3[nH]c(=O)[nH]c3c2)c1 ?
HttQ103 aggreg: inconclusive; Tau FP inhib: -14%; Tau fluor cs: -4%; ALDH1A1 block: inconclusive; JMJD2E inh: 1%; Tau ThT inhib: 4%; SMN2 splice up: -3%

How did CN1CCCN(C(=O)c2cc(-c3cccc4ccccc34)nc3ccccc23)CC1 do in these assays?
HTT cytoprotect: -1%[10 µM]; HttQ103 aggreg: 2%[9.22 µM]; Tau FP inhib: -4%; Tau fluor cs: -9%; JMJD2E inh: inconclusive; Tau ThT inhib: -8%

Results for NC(=O)C1CCN(S(=O)(=O)Cc2ccccc2Cl)CC1 ?
HTT cytoprotect: 9%[10 µM]; HttQ103 aggreg: 23%; Tau FP inhib: 7%; Tau fluor cs: 3%; ALDH1A1 block: -4%; JMJD2E inh: 7%; Tau ThT inhib: -7%; SMN2 splice up: 9%

Results for Cc1nc2c3ccccc3nc(NNC(=O)CCC(=O)NC(C)C)n2n1 ?
HTT cytoprotect: -11%[10 µM]; HttQ103 aggreg: -15%; Tau FP inhib: 2%; Tau fluor cs: -3%; ALDH1A1 block: 8%; JMJD2E inh: 8%; Tau ThT inhib: -2%; SMN2 splice up: -3%[1.84 µM]
